RAM network inh – inhibitors of the yeast RAM network; S. cerevisiae dse1pr::URA3 reporter, 5-FOA growth OD615, 2 d; analog-sensitive cbk1-as2 kinase mutant strain; inhibition, % at 50 µM; 190,000 compounds, 1.8% hits;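 active = inhibition above a set limit, 3 SD over mean compound inhibition, cut at about 8.4% in these data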;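 also: 0% = DMSO-only wells with no growth and 100% = 10 µM 1-NA-PP1 full growth; inhibition rescues growth on 5-FOA so higher OD means more RAM inhibition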
bIAP act – intestinal alkaline phosphatase (bovine) activation; activation factor at 20 µM; AID 1016; 200,000 compounds, 0.17% hits; purified bovine IAP, CDP-star luminescence, 30 min; stronger effect = higher value; fold of DMSO-control signal, blank-subtracted;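 active = activation factor of 2 or more at 20 µM, a signal rise over negative controls twice the positive control's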
L major viab – inhibitors of Leishmania major promastigote growth. Leishmania major promastigotes, resazurin fluorescence viability. inhibition, % at 10 µM. 200,000 compounds, 9% hits. AID 1063; in the data active = inhibition above about 50%;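 also: promastigotes grown with compound for 44 hours at 28 °C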
TNAP inh no acc – TNAP (human) inhibition, acceptor-free conditions; P05186; purified TNAP, CDP-star luminescence, 30 min; inhibition, % at 20 µM; 200,000 compounds, 0.26% hits; AID 1012;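 active = tissue-nonspecific alkaline phosphatase inhibition above about 50% at 20 µM in the single-dose screen, limit read from the data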;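 also: 0% = DMSO negative control and 100% = EDTA positive control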
Target sequence (P05186 whole entry, looked up): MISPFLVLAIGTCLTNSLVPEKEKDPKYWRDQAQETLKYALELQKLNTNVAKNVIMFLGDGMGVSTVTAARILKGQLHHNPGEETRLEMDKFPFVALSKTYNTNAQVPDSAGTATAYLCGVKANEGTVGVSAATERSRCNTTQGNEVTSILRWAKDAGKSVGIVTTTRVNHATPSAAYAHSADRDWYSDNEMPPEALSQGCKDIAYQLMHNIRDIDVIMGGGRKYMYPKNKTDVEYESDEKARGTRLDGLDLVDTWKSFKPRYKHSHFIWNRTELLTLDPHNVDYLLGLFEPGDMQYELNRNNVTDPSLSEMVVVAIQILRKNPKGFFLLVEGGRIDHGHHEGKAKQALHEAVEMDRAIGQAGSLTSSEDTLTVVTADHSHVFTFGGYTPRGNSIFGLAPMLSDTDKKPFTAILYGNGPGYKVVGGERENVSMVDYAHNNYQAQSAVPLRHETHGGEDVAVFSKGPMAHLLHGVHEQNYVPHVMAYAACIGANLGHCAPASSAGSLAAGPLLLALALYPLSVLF
bIAP inhibitor – blocks bovine intestinal alkaline phosphatase activity; inhibition, % at 20 µM; 190,000 tested, under 10 active; AID 1019; purified bovine IAP, CDP-star luminescence, 30 min;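 active = over 50% inhibition of intestinal alkaline phosphatase at 20 µM in the single-dose screen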
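System: purified bovine intestinal alkaline phosphatase (IAP) enzyme; Input: IAP diluted 1/65,000,000 in the well; Measured by: CDP-star luminescence signal; Compound dosing: 20 µM single dose; Incubation: 30 min reaction at room temperature.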
APP transl inh – APP translation inhibition | AID 1285 | 190,000 compounds, 0.82% hits | SH-SY5Y APP 5'UTR-luciferase reporter, luminescence | inhibition, % at 2 µM;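 active = inhibition above a set limit, derived from the sample mean plus 3 SD, cut at about 45% in these data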; also: values of inactives mirror those of a sister screen read the other way
TNAP act hi DEA – TNAP (human) activation, high acceptor. P05186. purified TNAP, CDP-star luminescence, 1 M DEA, 30 min; stronger effect = higher value; 0 = EDTA background, 1 = DMSO-only activity. activation factor at 20 µM. 200,000 tested, under 10 active;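 active = activation factor at least 2 at 20 µM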
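Dosing: 20 µM single point. System: human TNAP. Amount: TNAP 1/800 final. Incubation: 30 min, room temperature. Read-out: TNAP activation factor scaled between EDTA and DMSO control wells. Signal: luminescence from CDP-star hydrolysis. Medium: 1 M DEA, pH 9.8, Mg2+, Zn2+. Control set: EDTA negative control, DMSO positive control.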
TNAP inh hiacc – inhibitors of human TNAP at high phosphate acceptor concentration. inhibition, % at 20 µM. purified TNAP, CDP-star luminescence, 1 M DEA. AID 1135. P05186. 200,000 compounds, 0.03% hits;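 active = over 50% inhibition of tissue-nonspecific alkaline phosphatase at 20 µM in the single-dose screen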;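 also: plate controls were DMSO wells for no effect and EDTA-quenched wells as full inhibition for full effect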
FLuc act counter – affects firefly luciferase, flagging false hits in luciferase stimulation screens; P08659; ATPlite luciferase biochemical, luminescence, 10 min; 0 = ATP-free wells, 1 = DMSO control; activation factor at 10 µM; 200,000 tested, under 10 active; AID 1027;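 active = luciferase activation factor, scaled between plate controls, of at least 2 with compound at 10 µM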
Target sequence (P08659 whole entry, looked up): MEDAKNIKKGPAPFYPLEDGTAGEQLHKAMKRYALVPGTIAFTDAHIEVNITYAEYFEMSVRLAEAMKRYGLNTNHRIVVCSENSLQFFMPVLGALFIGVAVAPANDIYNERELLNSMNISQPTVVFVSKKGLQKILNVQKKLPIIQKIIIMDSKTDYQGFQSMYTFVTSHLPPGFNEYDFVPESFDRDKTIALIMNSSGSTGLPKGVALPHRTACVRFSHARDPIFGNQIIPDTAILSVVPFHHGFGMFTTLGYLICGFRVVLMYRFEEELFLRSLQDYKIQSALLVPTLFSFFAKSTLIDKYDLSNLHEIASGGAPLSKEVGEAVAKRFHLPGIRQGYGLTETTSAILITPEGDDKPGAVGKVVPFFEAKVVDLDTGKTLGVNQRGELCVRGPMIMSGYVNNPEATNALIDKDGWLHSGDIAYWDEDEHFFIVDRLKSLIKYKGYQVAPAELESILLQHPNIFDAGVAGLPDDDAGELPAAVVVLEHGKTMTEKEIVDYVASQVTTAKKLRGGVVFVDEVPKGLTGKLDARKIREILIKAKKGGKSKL
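Assay system: Luciferase/luciferin reagent mix; Medium: PBS as buffer for the ATP substrate; Dosing: test compounds dosed from 2 mM stocks in 100% DMSO; Times: 10 min, room temperature; Signal: luminescence from luciferase reaction; Read-out: luciferase activation; Controls: No-ATP low control, compound-free enzyme-plus-ATP high control.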
FLuc inhib CS – Photinus pyralis luciferase inhibition counter-screen; P08659; ATPLite firefly luciferase biochemical luminescence, 10 min; inhibition, % at 10 µM; 200,000 compounds, 1.5% hits; AID 1006;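 active = inhibition above about 50% when tested at 10 µM, limit read from the data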
* hit, by the source's call; / = not tested or not shown.

SMILES	RAM network inh	bIAP act	L major viab	TNAP inh no acc	bIAP inhibitor	APP transl inh	TNAP act hi DEA	TNAP inh hiacc	FLuc act counter	FLuc inhib CS
C=CCn1c(=O)/c(=C/c2ccc(O)cc2)s/c1=C(/C#N)c1nnc2n1CCCCC2	3.7	0.3	-2.1	34.2	/	4.9	0.6	35.2	1.1	-9.5
Cc1cc(C)cc(NC(=O)COc2ccc3c(C)c(Cc4ccccc4)c(=O)oc3c2)c1	4.3	0.9	93.9*	-2.0	7.8	8.8	1	0.9	1	-1.9
CC1(C)CC(=O)C(C=NCCN2CCNC2=O)=C(O)C1	1.2	0.7	-8.7	-6.8	33.1	9.8	1	-2.1	1.1	-9.0
COC(=O)c1ccc(NC(=O)CSc2nc3cccnc3n2C)cc1	1.0	1.1	-0.9	0.0	-13.4	2.6	1	-1.4	1.1	-7.7
C=CCOC(=O)c1ccc(-n2cncn2)nc1	1.2	1	-4.9	-11.4	3.6	3.9	0.9	10.2	1	-0.2
O=C1CSC(c2ccccc2F)N1CCN1CCCCC1 (stereo not given)	4.1	1	77.7*	-13.4	-1.5	5.7	1.1	-7.4	1	-3.3
Cc1cccc(OCc2nc(C#N)c(N3CC(C)CC(C)C3)o2)c1 (stereo not given)	1.3	0.9	5.0	-21.5	7.9	/	1.1	-6.2	1	-4.4
COc1cccc(CNC(=O)CCC2CCCN(C(=O)c3ccoc3C)C2)c1 (stereo not given)	0.5	1	-4.5	-9.7	4.5	7.1	1	-3.4	1	-3.6
O=C1Nc2ccc(Cl)cc2[C@@](C#CC2CC2)(C(F)(F)F)O1	/	0.7	/	1.0	26.1	/	1	-1.3	1	-4.8
C/C(Sc1nnc(Cc2ccccc2)o1)=C(/O)c1ccccc1	-0.8	0.9	9.3	-6.5	14.3	-0.1	1	-1.3	1.1	-7.9

Entries from the list above with an aryl thioether with sulfur outside any ring:
SMILES	RAM network inh	bIAP act	L major viab	TNAP inh no acc	bIAP inhibitor	APP transl inh	TNAP act hi DEA	TNAP inh hiacc	FLuc act counter	FLuc inhib CS
COC(=O)c1ccc(NC(=O)CSc2nc3cccnc3n2C)cc1	1.0	1.1	-0.9	0.0	-13.4	2.6	1	-1.4	1.1	-7.7
C/C(Sc1nnc(Cc2ccccc2)o1)=C(/O)c1ccccc1	-0.8	0.9	9.3	-6.5	14.3	-0.1	1	-1.3	1.1	-7.9

(more compounds)
SMILES	RAM network inh	bIAP act	L major viab	TNAP inh no acc	bIAP inhibitor	APP transl inh	TNAP act hi DEA	TNAP inh hiacc	FLuc act counter	FLuc inhib CS
Cc1ccc(-n2nc(C)c3c2OC(N)=C(C#N)C3c2ccc(F)cc2)cc1 (stereo not given)	1.2	1	23.9	3.6	1.0	-39.8	1	0.5	1	-2.9
CNC(=O)C1=C(C)n2c(nc3ccccc32)NC1c1ccc(OC)cc1 (stereo not given)	3.0	0.8	-0.7	-6.3	16.7	-20.5	1	-1.1	1.1	-5.3
O=C(CNCC1CCCO1)N1CCCCCC1 (stereo not given)	3.7	0.9	-5.3	-5.2	8.6	-16.7	1	-0.9	1	0.0
COc1ccc(OC)c(N2CC(O)=C(c3nc4ccccc4s3)C2=N)c1	4.2	1.2	43.2	-2.3	-21.0	-13.5	1.1	-9.9	1.1	-6.8
Cc1ccc2nc3c(cc(S(=O)(=O)c4ccccc4)c(=N)n3Cc3ccco3)c(=O)n2c1	1.2	1	80.9*	-0.2	4.8	-1.1	1	2.2	1	-3.0
Cc1ccc(N2C(=O)C3C(C2=O)N2CCCN2C3c2ccccc2)cc1C (stereo not given)	-0.9	1	0.6	-10.1	-2.6	-2.6	1	-4.7	1.1	-5.2
Cc1cccc(C(O)(C(=O)NNc2ccc3ccccc3n2)c2cccc(C)c2)c1	-0.1	0.7	14.9	-19.0	26.4	16.7	1	2.2	1	-1.5
CCc1c(C)c2ccc(O)c(CN(C)C)c2oc1=O	-0.5	1.1	-2.4	-5.4	-7.0	2.7	1	-2.2	1	1.0
CCn1c(CNC(=O)c2ccco2)nnc1SCC(=O)c1ccc(OC)cc1	1.4	1.2	-6.4	-6.7	-17.4	4.8	1	-3.2	1	-0.5
CCC(=O)N/N=C/c1ccc(OS(=O)(=O)c2ccccc2)cc1	0.3	1	57.5*	1.1	4.8	11.6	1	-2.0	1.1	-5.4
CCn1c(C)nc2cc(C(=O)NNS(=O)(=O)c3ccc(C)cc3C)ccc21	-1.2	1	-0.7	-9.0	4.3	15.7	1	-4.3	1	-1.5
COC(=O)c1cn(CCOc2ccc(C)cc2)c2ccccc12	6.2	0.8	1.1	-8.0	18.2	-6.7	1	0.3	1	4.2
COc1ccc(C(=O)Oc2cccnc2)cc1OC	1.1	0.9	-1.4	-11.5	8.8	-15.6	1	-4.7	1	-2.1
O=C(N/N=C/c1ccc(OC(=O)c2cccs2)cc1)c1cccc(F)c1	0.5	0.8	-3.9	-4.8	23.8	-12.2	1	-4.0	1.1	-6.5
NC(=O)[C@@H]1CCCNc2c(I)cc([N+](=O)[O-])cc2C(=O)N[C@@H](CO)C(=O)NCC(=O)N1	0.4	0.8	-4.3	-3.0	18.5	-5.9	1	2.0	1.1	-5.1
C/C(=N/NC(=O)c1sc(NS(=O)(=O)c2ccccc2)nc1C)c1ccccc1	2.9	1	0.3	6.1	-0.2	-7.1	1	-0.2	1.1	-6.9
Cc1cc(C)n(CC(=O)c2ccccc2)c(=O)c1C#N	0.7	0.9	-7.7	-3.9	12.7	-7.1	1	-0.7	1	-4.5
COC(=O)Cc1c(C)c2c(OCc3nn[nH]n3)cc(C)cc2oc1=O	0.4	1.1	-8.0	1.9	-7.4	-3.9	1	-3.6	1.1	-5.3
CCOC(=O)N1CCN(Cc2nc3c(c(=O)n(C)c(=O)n3C)n2Cc2cccc3ccccc23)CC1	/	1	/	6.8	-3.1	/	1	-4.0	1	-3.9
Cc1cccc(NC(=O)CSc2nnc(CSc3nc(C)cc(C)n3)o2)c1	0.8	1	-3.4	-13.7	-2.0	-14.9	1.1	-6.2	1.1	-5.4
C=CCn1cccc(C(=O)Nc2ccc(OC)cc2OC)c1=O	0.8	1	-2.5	0.7	-2.3	-1.7	1	4.1	0.9	7.5
S=c1[nH]nc(-c2ccccn2)n1/N=C/c1ccc(Br)s1	1.5	1.5	-1.5	7.4	-53.2	10.9	1	4.9	1	1.7
CCOC(=O)C1CCN(c2nc3ccccc3nc2C(C#N)C(=O)OCCOC)CC1 (stereo not given)	4.7	0.9	10.4	1.4	7.5	-1.2	0.9	7.5	1.1	-5.8
CSc1nsc(SCC(=O)Nc2ccccn2)n1	0.9	0.9	-5.8	-2.9	6.3	-8.1	1	1.4	1.1	-5.6
Cn1c(Sc2nc3ccccc3n2C)nc2ccccc21	1.3	1	-1.8	-12.7	-4.4	-15.7	1.1	-7.4	1	-3.9
CCOP(=O)(OCC)C(Nc1cccc(C)c1)c1ccc(F)cc1 (stereo not given)	0.0	0.4	61.2*	-11.0	/	9.2	1	3.4	1	-4.0
Cc1ccc(OCCCC(=O)Nc2nncs2)cc1	3.2	0.8	-3.1	-10.0	19.6	-2.5	1.1	-6.6	1.1	-7.6
CCOC(=O)c1sc(=NC(=O)CCSc2ccccc2)n(C)c1C	1.5	1	25.6	-15.9	4.3	-28.8	1	-3.3	1	1.8
CCOC(=O)c1ccccc1-n1c(C)cc(C2N=C(N)Nc3nc4ccccc4n32)c1C (stereo not given)	1.9	1.9	-3.1	-71.9	-87.3	-1.4	1.1	-8.4	1	-3.7
Cc1cc(C)c(S(=O)(=O)N2CCOCC2)cc1C	0.5	1	0.4	-10.6	2.3	10.3	1	0.0	1	-4.6
CC1(C)CC(=O)C(=Cc2cn(CCC#N)nc2-c2ccc(Cl)cc2)C(=O)C1	2.8	1	0.0	-3.6	-4.4	5.8	1	1.1	1	-3.3
COc1cc2[nH]c(=S)n(CCN3CCCCC3C)c(=O)c2cc1OC (stereo not given)	3.3	1.1	33.2	-8.0	-13.5	25.3	1	-3.4	1.1	-6.7
CCOc1ccccc1NC(=O)c1ccc(F)c(S(=O)(=O)N2CCC3(CC2)OCCO3)c1	2.8	1	2.1	-9.5	4.7	-2.9	1	-2.3	1	-2.5
CCCn1c(NCc2cc(C)ccc2O)nc2ccccc21	1.9	0.9	77.0*	-10.7	7.1	6.1	1.1	-7.9	1	-4.8
Cc1ccsc1/C=N/NC(=S)NCc1ccccc1	1.7	0.9	-0.8	-17.6	6.9	1.4	1	-0.9	1	0.7
CCN1CCN(c2nc(SC)nc3sc4c(c23)CC(C)(C)OC4)CC1	2.3	1.1	8.8	-6.7	-11.3	24.7	1	-2.2	1	-1.7
O=[N+]([O-])c1ccccc1/C=N/N1CCN(c2ccc(Cl)cc2)CC1	4.3	0.8	-5.7	-7.6	24.7	-13.9	1	-4.1	1.1	-5.5
Cn1nc(C(F)(F)F)c2cc(NC(=O)OCc3ccc(F)cc3)sc21	4.7	0.6	-1.3	-8.4	35.5	-17.1	1	-3.4	1	-1.0
O=C(NCc1cccs1)c1cccc(Nc2nc3ccc(Br)cc3[nH]2)c1	2.3	1.2	1.1	-8.7	-20.7	6.7	1	-1.6	1	-1.3
CCN1C(=O)S/C(=C/c2c(OCc3ccc(C(=O)O)cc3)ccc3ccccc23)C1=O	5.5	0.9	2.5	-4.0	14.0	-17.7	1	-1.9	1	-2.7
CCCn1nnnc1NCc1cc(Br)ccc1OC	0.8	1.2	-0.5	-3.0	-24.1	-15.0	1	0.1	1	4.5
O=C(NCc1ccccn1)c1cccc(NS(=O)(=O)c2cccc(Cl)c2)c1	0.0	0.7	-2.9	-5.8	26.5	1.3	1	-1.8	1	-2.0
COc1ccc(C2C(C(=O)N3CCCC3)c3cc(OC)c(OC)cc3C(=O)N2C)cc1OC (stereo not given)	0.1	1.1	-3.3	-8.5	-5.2	8.5	1	0.0	1	-2.8

An excerpt from above in order of number of heavy atoms, falling:
SMILES	RAM network inh	bIAP act	L major viab	TNAP inh no acc	bIAP inhibitor	APP transl inh	TNAP act hi DEA	TNAP inh hiacc	FLuc act counter	FLuc inhib CS
CCOc1ccccc1NC(=O)c1ccc(F)c(S(=O)(=O)N2CCC3(CC2)OCCO3)c1	2.8	1	2.1	-9.5	4.7	-2.9	1	-2.3	1	-2.5
CCCn1c(NCc2cc(C)ccc2O)nc2ccccc21	1.9	0.9	77.0*	-10.7	7.1	6.1	1.1	-7.9	1	-4.8
Cc1ccsc1/C=N/NC(=S)NCc1ccccc1	1.7	0.9	-0.8	-17.6	6.9	1.4	1	-0.9	1	0.7
